# Assay outcomes from PubChem.
# DYRK1A inh – blocks rat Dyrk1A kinase activity; Q63470; ADP-Glo luminescence, NFATc1 peptide; inhibition, % at 12.5 µM; actives 0.43% (n = 310,000); AID 504441; in the data active = inhibition above about 50%;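 also: plate controls were vehicle with enzyme for no effect and no enzyme for full effect; many of its hits are not listed in these tables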
# KCNQ1 inh – blocks the human KCNQ1 potassium channel; P51787; CHO-K1 KCNQ1, FluxOR thallium flux fluorescence; stronger effect = higher value; B-score at 10 µM; actives 1.3% (n = 310,000); AID 2642;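 active = compounds whose thallium flux B-score, printed positive for inhibition, exceeds three library SD while starting fluorescence stays within three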;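 also: channel opened by potassium depolarization with thallium stimulus after 20 min compound exposure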
# ANO1 activ – activates or potentiates the mouse TMEM16A chloride channel | HEK293 TMEM16A/YFP-H148Q/I152L, iodide quench fluorescence; stronger effect = lower value | B-score at 10 µM | actives 0.3% (n = 340,000) | AID 623877;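 active = fluorescence-ratio B-score plate-corrected deviation score at least 3 library SD below zero, with starting fluorescence score within 5 deviations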;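 also: channel opened by trigger with iodide after compound preincubation; score built on the fluorescence ratio of max minus min over baseline; more negative score means more quench and so TMEM16A activation or potentiation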
# KCNK3 block – human KCNK3 channel inhibition, primary screen | O14649 | CHO-KCNK3 thallium flux, FluxOR fluorescence; stronger effect = lower value | B-score at 10 µM | actives 0.84% (n = 340,000) | AID 602410;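 active = B-score under library mean minus 4 SD, starting fluorescence ratio at most library mean plus 5 SD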;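 also: more negative B-score means stronger inhibition of thallium flux through KCNK3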
# hERG protect – compounds protecting human hERG from proarrhythmic drug block. Q12809. CHO-hERG, FluxOR thallium flux, dofetilide IC70 present. activation (rescue from dofetilide block), less the hit threshold, % at 10 µM. actives 0.51% (n = 310,000). AID 1511;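 active = activation above the mean of controls blocked by dofetilide plus 5 SD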;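 also: thallium influx through hERG after potassium depolarization seen as dye fluorescence rise; in these data hits start at about 4.7%; inactives centre near -7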
# Target sequence (Q12809 whole entry, looked up): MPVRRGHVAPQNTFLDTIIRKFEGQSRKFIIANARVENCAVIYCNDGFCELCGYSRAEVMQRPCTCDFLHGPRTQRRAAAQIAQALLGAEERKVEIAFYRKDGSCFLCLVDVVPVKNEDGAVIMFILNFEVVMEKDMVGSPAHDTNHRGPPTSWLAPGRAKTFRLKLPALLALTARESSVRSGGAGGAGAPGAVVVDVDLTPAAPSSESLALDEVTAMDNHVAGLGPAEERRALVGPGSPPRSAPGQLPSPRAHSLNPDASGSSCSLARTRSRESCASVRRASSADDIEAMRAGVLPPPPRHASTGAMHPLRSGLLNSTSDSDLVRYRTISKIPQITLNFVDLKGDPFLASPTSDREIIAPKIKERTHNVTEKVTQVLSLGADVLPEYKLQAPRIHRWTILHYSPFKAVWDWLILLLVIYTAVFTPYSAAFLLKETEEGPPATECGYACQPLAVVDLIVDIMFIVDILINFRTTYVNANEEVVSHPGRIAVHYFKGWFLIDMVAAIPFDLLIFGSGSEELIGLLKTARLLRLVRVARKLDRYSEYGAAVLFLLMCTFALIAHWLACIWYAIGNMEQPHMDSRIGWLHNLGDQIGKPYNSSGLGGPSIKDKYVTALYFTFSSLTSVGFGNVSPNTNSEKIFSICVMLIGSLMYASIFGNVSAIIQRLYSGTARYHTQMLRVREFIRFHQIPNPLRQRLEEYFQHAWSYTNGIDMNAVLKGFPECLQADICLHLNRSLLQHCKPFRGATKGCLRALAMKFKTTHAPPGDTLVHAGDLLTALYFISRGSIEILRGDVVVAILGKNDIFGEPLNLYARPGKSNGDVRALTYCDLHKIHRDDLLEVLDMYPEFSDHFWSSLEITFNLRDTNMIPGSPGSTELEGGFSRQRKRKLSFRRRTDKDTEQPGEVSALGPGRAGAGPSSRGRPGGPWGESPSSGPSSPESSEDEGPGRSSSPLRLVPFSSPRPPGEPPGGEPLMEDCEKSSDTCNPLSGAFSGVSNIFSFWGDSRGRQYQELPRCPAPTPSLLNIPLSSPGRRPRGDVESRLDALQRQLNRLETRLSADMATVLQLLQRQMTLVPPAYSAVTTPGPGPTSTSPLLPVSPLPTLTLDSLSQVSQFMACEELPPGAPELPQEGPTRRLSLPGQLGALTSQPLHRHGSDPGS
# TRPC4 agonist – TRPC4 (mouse) channel activation | HEK293 TRPC4beta/mu-opioid, Fluo4 calcium fluorescence; stronger effect = higher value | B-score at 10 µM | actives 0.49% (n = 310,000);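 active = B-score above 5 SD of library B-scores, and initial fluorescence ratio not above library mean plus 5 SD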;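 also: positive B-score marks a calcium rise read as TRPC4 activation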
#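 Technique: kinetic Fluo4 calcium fluorescence; Test system: TRPC4beta and mu-opioid receptor HEK293 stable cells; Measure: B-scored integrated calcium fluorescence ratio; Benchmarks: low control buffer alone, high control maximal DAMGO; Schedule: 45 min room-temperature Fluo4 loading, 110 s read.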
# KCNQ1 act – potentiates or activates the human KCNQ1 potassium channel | P51787 | CHO-K1 KCNQ1, thallium flux FluxOR fluorescence; stronger effect = higher value | B-score at 10 µM | actives 0.35% (n = 310,000) | AID 2648;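 active = fluorescence ratio B-score, a plate-corrected score, at least three library SD, with initial intensity B-score within 5 SD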
#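 Doses: Single concentration per compound, DMSO matched to controls | Test system: KCNQ1-transfected CHO-K1 cells | Timing: 90 min dye loading and 20 min compound exposure, both at room temperature | Measured by: Kinetic FluxOR thallium fluorescence, 10-s 1-Hz baseline, 110-s post-stimulus read | Medium: Assay buffer with matched DMSO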
# HDAC3 inhib – blocks human histone deacetylase 3 | AID 2718 | actives 0.15% (n = 320,000) | recombinant HDAC3, fluorogenic peptide/trypsin coupled, fluorescence | O15379 | inhibition, % at 8.3 µM; in the data active = inhibition above about 26%, passing the limit was not always enough; inconclusive = no clear call, values can overlap the other calls
# TRPC4 potent – allosteric potentiators of mouse TRPC4 channel; B-score at 10 µM; Q9QUQ5; actives 0.42% (n = 310,000); HEK293 TRPC4beta/mu-opioid, DAMGO EC20, Fluo-4 Ca2+ flux; stronger effect = higher value;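 active = B-score of calcium response area above 5 SD of library B-scores, with initial fluorescence ratio within 5 SD of library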;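 also: B-score of integrated fluorescence ratio over time as area under calcium response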
# TMEM16A inh – inhibitors of mouse TMEM16A calcium-activated chloride channel | AID 588511 | normalized B-score (activity score, 25-100; higher = stronger inhibition) at 10 µM | actives 1.2% (n = 310,000) | Q8BHY3 | HEK293 TMEM16A/YFP iodide influx fluorescence, ionomycin;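 active = ratio plate-corrected score three or more library SD toward inhibition, starting fluorescence score within five deviations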;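 also: score derived from kinetic fluorescence span divided by baseline fluorescence per well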
# KCNK9 inh – inhibitors of human KCNK9 two-pore domain potassium channel | Q9NPC2 | HEK293 KCNK9, FluxOR thallium flux fluorescence; stronger effect = lower value | B-score at 10 µM | actives 1.2% (n = 310,000);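 active = ratio B-score over 3 SD below the library mean, with starting fluorescence within 5 SD of its mean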;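 also: negative B-score means less thallium flux so channel inhibition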
# The depositor's hits bear a star; i = inactive; ? = inconclusive; · = no result given. A portion of the library; the hit share may differ from the screen's.
SMILES,DYRK1A inh,KCNQ1 inh,ANO1 activ,KCNK3 block,hERG protect,TRPC4 agonist,KCNQ1 act,HDAC3 inhib,TRPC4 potent,TMEM16A inh,KCNK9 inh
COc1cccc(OC)c1NC(=O)c1nc2c(nnn2Cc2ccccc2Cl)c(=O)[nH]1,·,i,i,i,-6,i,i,13,i,i,i
NNc1nc2c(Cl)ccc(Cl)c2s1,57*,i,i,i,-13,i,i,-3,i,i,i
O=C(NCCN1CCN(Cc2ccc([N+](=O)[O-])cc2)CC1)C(=O)Nc1ccccc1,5,i,i,i,-5,i,i,10,i,i,i
COc1ccc(CCNC(=O)CSc2nnc(-c3ccccc3)c3ccccc23)cc1OC,1,i,i,i,2,i,i,2,i,i,i
Cc1c(C(=O)OC(C)C)[nH]c2c1C(=O)CC(C)(C)C2,·,i,i,i,-1,i,i,4,i,i,i
CCOc1cc(C(C#N)N2CCCCC2)ccc1OC (stereo not drawn),3,i,i,i,-3,i,i,-2,i,i,i
CCN(CC)S(=O)(=O)c1ccc(NC(=O)CCNC(=O)c2ccccc2)cc1,2,i,·,i,-8,i,i,-1,i,i,i
Cn1c(=O)c2c(nc(CN3CCN(C(=O)c4ccco4)CC3)n2CCCO)n(C)c1=O,·,i,i,i,-5,i,i,-6,i,i,i
CCOc1cc(/C=N/NC(=O)c2cc(C3CC3)[nH]n2)ccc1O,27,i,i,i,-6,i,i,5,i,i,i
O=C(CSc1nnc(NC(=O)c2c(F)cccc2F)s1)NCc1ccccc1,-6,i,i,i,-2,i,i,0,i,i,i
COc1cc([N+](=O)[O-])ccc1NC(=S)NNC(=O)c1ccc2c(c1)OCO2,2,10*,i,i,-11,i,i,13,i,100*,i
COc1ccccc1/C=C/C(=O)Nc1ccc(S(=O)(=O)Nc2cc(C)nc(C)n2)cc1,3,i,i,i,-12,i,i,11,i,i,i
COC(=O)C(NC(C)=O)(Nc1nc(C)cs1)C(F)(F)F (stereo not drawn),-6,i,·,i,-9,i,i,-5,i,i,i
CC(NC(=O)CCc1nnc(Cc2cccc(C(F)(F)F)c2)o1)C1CC1 (stereo not drawn),-2,i,i,i,-9,i,i,0,i,i,i
Cc1ccccc1OCC(O)CN1CCN(CC(O)COc2ccccc2C)CC1 (stereo not drawn),-2,i,i,i,-12,i,i,1,i,i,i
CC(=O)Oc1ccc(/C=C2/Oc3ccccc3C2=O)cc1,18,i,i,i,-2,i,i,-5,i,i,i
C=CCSC1=N/C(=C\c2cccnc2)C(=O)N1c1ccc(OC)cc1,-4,i,i,i,-10,i,i,8,i,i,i
N#Cc1c(C(F)(F)F)cc(=O)[nH]c1SCC(=O)O,-8,i,i,i,-6,i,i,-2,i,i,i
CCn1ccc(C(=O)NC2C(=O)N3C(C(=O)O)=C(C)CSC23)n1 (stereo not drawn),1,i,i,i,-10,i,i,1,i,i,i
CSc1nc2c(c(=O)[nH]1)CCCC2,-2,i,i,i,0,i,i,0,i,i,i

# Brought forward from above: 3 entries; new compounds follow.
SMILES,DYRK1A inh,KCNQ1 inh,ANO1 activ,KCNK3 block,hERG protect,TRPC4 agonist,KCNQ1 act,HDAC3 inhib,TRPC4 potent,TMEM16A inh,KCNK9 inh
N#Cc1c(C(F)(F)F)cc(=O)[nH]c1SCC(=O)O,-8,i,i,i,-6,i,i,-2,i,i,i
CCn1ccc(C(=O)NC2C(=O)N3C(C(=O)O)=C(C)CSC23)n1 (stereo not drawn),1,i,i,i,-10,i,i,1,i,i,i
CSc1nc2c(c(=O)[nH]1)CCCC2,-2,i,i,i,0,i,i,0,i,i,i
Nc1ccc2nc(-c3ccccc3)cnc2c1,3,i,i,i,-26,i,i,-7,i,i,i
CCN1C(=O)C2(C(C#N)=C(N)Oc3c2c(C)nn3-c2ccccc2)c2ccccc21 (stereo not drawn),6,i,i,i,-12,i,i,1,i,i,i
Cc1oc(-c2cccc(Cl)c2)nc1CN1CCC(C(=O)NC2CC2)CC1,-6,i,i,i,-5,i,i,-4,i,i,i
COc1ccc2oc(C(=O)OCC(=O)N(C)C3CCCCC3)c(C)c2c1,·,i,i,i,-11,i,i,-13,i,i,i
Cc1ccc(C)c(S(=O)(=O)N2CCN(CC(=O)Nc3sccc3C#N)CC2)c1,3,i,i,i,-10,i,i,4,i,i,i
C[C@H]1C=C(C(=O)NCc2ccccc2)O[C@@H](OCc2ccc(CO)cc2)C1,4,i,i,i,-7,i,i,6,i,i,i
COc1cc(CN2CCN(c3ccc(C)cc3)CC2)cc([N+](=O)[O-])c1O,·,i,·,·,-13,i,i,?,i,i,i
N=C1C(c2nc3ccccc3s2)=C(O)CN1NC(=O)c1ccco1,-2,i,i,i,-8,i,i,3,i,i,i
CS(=O)(=O)NCc1nnc(SCc2ccc(C(F)(F)F)cc2)o1,-12,i,i,i,-9,i,i,3,i,i,i
COc1cccc([C@@H]2CC=C(C(=O)O)[C@H](c3ccc(F)cc3)N2S(=O)(=O)c2ccc(C)cc2)c1,-2,·,i,i,·,·,·,1,·,i,·
CCN(CC)CCNC(=O)C1CCC(=O)N1CCc1ccccc1 (stereo not drawn),14,i,i,i,-4,i,i,-1,i,i,i
CCc1cccc(NC(=O)c2ccc(Cn3c(=O)[nH]c4ccsc4c3=O)cc2)c1,2,i,i,i,-14,i,i,-2,i,i,i
CCOC(=O)/C=C1\SCC(=O)N1CC(=O)Nc1ccc2c(c1)CCC2,-8,i,i,i,-6,i,i,0,i,i,i
CCOc1ccc(N(C(C)C(=O)N2CCCC2)S(C)(=O)=O)cc1 (stereo not drawn),2,i,i,i,0,i,i,2,i,i,i
O=c1[nH]c(/C=C/c2ccccc2F)nc2ccccc12,-2,i,i,i,-7,i,i,-3,i,i,i
COc1ccc(CNc2nc3ccccc3n2Cc2ccccc2)cc1OC,·,i,i,i,-12,i,i,-2,i,i,i
C/C=C\C=C/C(=O)Nc1cccc(C2=NOC3(C2)C[C@@H](C(N)=O)N(C(=O)/C=C/CC)C3)c1 (stereo partly drawn),·,i,i,i,-4,i,i,8,i,i,i
Cc1cc(Nc2ccccc2)n(-c2nc3ccccc3[nH]2)n1,3,i,i,i,-6,i,i,15,i,i,i
Cc1ccc(C(=O)OC2CCOC2=O)cc1NC(=O)c1ccco1 (stereo not drawn),-2,i,i,i,-4,i,i,1,i,i,i
C=CCn1c(SCC(=O)Nc2ncc(Cc3ccc(C)c(Cl)c3)s2)nnc1-c1ccncc1,6,i,i,i,-14,i,i,-2,i,i,i

# Fetched by structure from above, 5 records:
SMILES,DYRK1A inh,KCNQ1 inh,ANO1 activ,KCNK3 block,hERG protect,TRPC4 agonist,KCNQ1 act,HDAC3 inhib,TRPC4 potent,TMEM16A inh,KCNK9 inh
N=C1C(c2nc3ccccc3s2)=C(O)CN1NC(=O)c1ccco1,-2,i,i,i,-8,i,i,3,i,i,i
Cc1ccc(C(=O)OC2CCOC2=O)cc1NC(=O)c1ccco1 (stereo not drawn),-2,i,i,i,-4,i,i,1,i,i,i
Cc1c(C(=O)OC(C)C)[nH]c2c1C(=O)CC(C)(C)C2,·,i,i,i,-1,i,i,4,i,i,i
O=C(NCCN1CCN(Cc2ccc([N+](=O)[O-])cc2)CC1)C(=O)Nc1ccccc1,5,i,i,i,-5,i,i,10,i,i,i
O=c1[nH]c(/C=C/c2ccccc2F)nc2ccccc12,-2,i,i,i,-7,i,i,-3,i,i,i

# The list continues:
SMILES,DYRK1A inh,KCNQ1 inh,ANO1 activ,KCNK3 block,hERG protect,TRPC4 agonist,KCNQ1 act,HDAC3 inhib,TRPC4 potent,TMEM16A inh,KCNK9 inh
Cc1ccc(C(C)C)c(OCCCCN2CCNCC2)c1,-1,i,i,i,-8,i,i,-4,18*,i,i
C=CCNC(=O)C1CCN(c2cnccn2)CC1,-8,i,i,i,-6,i,i,-6,i,i,i
CCCCSc1nc2c(cnn2-c2ccc(F)cc2)c(=O)[nH]1,4,i,i,i,-9,i,i,2,i,i,i
CCN(CC1CCCO1)C(=O)C1CCN(C2CCN(Cc3ccccc3C)CC2)CC1 (stereo not drawn),3,i,i,i,-5,i,i,2,i,i,i
O=C(NCc1cccnc1)C(=O)N/N=C/c1ccccc1[N+](=O)[O-],-1,i,i,i,-8,i,i,0,i,i,i
CCOc1oc(-c2ccc(OC)cc2)nc1C(F)(F)F,-3,i,i,i,-6,i,i,7,i,i,i
O=C(Nc1ccc2nc(-c3ccccc3)[nH]c2c1)c1ccco1,-2,i,i,i,-21,i,i,2,i,i,i
CN(C)c1ccnc(-n2cccc2/C=N/OCc2ccccc2)c1C#N,-6,i,i,i,-13,i,i,6,i,i,i
COc1cc(C(=O)NC(=S)N2CCCCCC2)cc(OC)c1OC,·,i,i,i,-3,i,i,4,i,i,i
O=C(NNc1nc2ccccc2nc1C(F)(F)F)c1ccccc1,1,i,i,i,-3,i,i,-2,i,i,i
O=C1NC(=O)C2C1C(c1cccs1)NN2Cc1ccccc1 (stereo not drawn),·,i,i,i,-14,i,i,-8,i,i,i
Cc1ccc(/C=N/n2c(=O)c(C(C)(C)C)nn3cnnc23)cc1,2,i,i,i,-9,i,i,-2,i,i,i
Cc1ccccc1OCc1nnc(SCC(=O)NC2CCCCC2)o1,2,i,i,i,-13,i,i,-3,i,i,i
COc1ccc2cc(C(=O)N3CCC(Cc4ccccc4)CC3)[nH]c2c1,5,i,i,i,1,i,i,0,i,i,i
CCc1ccccc1Nc1nc(N)nc(CSc2nnnn2C)n1,-7,i,i,i,2,i,i,-1,i,i,i
CC(=O)CSc1nnc(-c2ccc3c(c2)OCO3)o1,22,i,-16*,i,-7,i,i,4,i,i,i
Cc1ccc2cc(C#N)c(SCC(=O)Nc3ccc4sc(C)nc4c3)nc2c1,·,i,·,·,-7,i,i,·,i,·,i
CC(=O)c1cccc(Nc2nc(-c3ccccc3)nc3ccccc23)c1,-2,i,i,i,-4,i,i,2,i,i,i
CCOC(=O)c1c(NC(=O)c2cccs2)sc2c1CCCC2,13,i,i,i,-6,i,i,-3,i,i,i
O=C(NCc1cccnc1)c1ccccc1[N+](=O)[O-],-74,i,i,i,-8,i,i,0,i,i,i
CC(C)CCn1c(Cl)nc2c1c(=O)n(C)c(=O)n2C,0,i,i,i,-9,i,i,-2,i,i,i
CN(C)c1ccc(CN(C(=O)COc2ccccc2)C2CCS(=O)(=O)C2)cc1 (stereo not drawn),2,i,i,i,-7,i,i,-1,i,i,i
